# Lipid droplet = modulators of hepatic lipid droplet formation; AML12 mouse hepatocytes, oleate lipid droplets, BODIPY imaging; inhibition, % at 6.5 µM; hit rate 0.4% among 240,000;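 active means lipid droplet intensity inhibited by at least 50%, with more than 500 cells counted; inconclusive means wells with under 300 cells, treated as cytotoxic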
#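 Material: mouse AML12 hepatocyte cell line, fixed after treatment; Timing: compound with oleate, overnight; Technique: high-content imaging of BODIPY-stained droplets and DAPI nuclei; Probe or stimulus: oleate, 100 µM final; Dosing: compound at 6.5 µM only.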
# WT yeast gro inh = growth inhibition of WT yeast, mitochondrial fusion screen; AID 1362; inhibition, % at 10 µM; mitochondrial fusion phenotypic screen, WT strain; hit rate 2.1% among 190,000; in the data active means inhibition above about 58%; tested in S. cerevisiae
# Autophagy mod = alters autophagy in cells; MEF GFP-LC3 puncta imaging; test concentration mostly 10 µM; calls only at 10 µM (by protocol); hit rate 0.98% among 190,000;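 active means percentage of spot-positive cells more than 3 SD above its plate mean, without a fluorescence outlier flag or 80% toxicity; inconclusive means no clear call, values can overlap the other calls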;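 further: spot-positive cell cutoff set from DMSO-treated cells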
# bCat nuc transl = alters nuclear translocation of beta-catenin in HeLa cells. immunofluorescence imaging. nuclear translocation activity, % at 5 µM. hit rate 0.3% among 190,000;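 active means nuclear translocation activity above 50% at 5 µM, with a well cell count of 50 or more; inconclusive means wells under 50 cells across six images, flagged as toxic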;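 further: per-cell ratio of nuclear to cytoplasmic median beta-catenin stain intensity; plate controls were DMSO negative control for no effect and GSK-3 inhibitor IX positive control for full effect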
#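 Technique: fluorescence imaging of beta-catenin antibody stain plus DAPI / Material: human HeLa cell line / Incubation: compound treatment 24 h, 37°C, 5% CO2 / Read-out basis: % activation of per-cell nuclear versus cytoplasmic median beta-catenin signal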
# Ins promoter up = MIN6 insulin promoter up-regulation; z-score at 5 µM; MIN6 insulin promoter-GFP reporter, high-content imaging; hits give high values; hit rate 0.3% among 190,000;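 active means z-score above 3 at 5 µM with at least 500 cells counted in the well; inconclusive means wells under 500 cells, flagged as cytotoxic or low count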
# MT stabilizer = stabilizes microtubules in HeLa cells; HeLa tubulin immunostaining HCS, 24 h; share of cells brighter than vehicle mean+2SD; % tubulin-high responders, % at 10 µM; hit rate 0.83% among 200,000;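 active means plate Z-score above 3 for both tubulin-high and condensed-nucleus cell shares, with cell loss under 80%, at 10 µM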;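 further: anti alpha tubulin signal scored within the nucleus-defined area of each cell; some results filed as inactive read as strong as hits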
# Dynein transport = dynein cargo transport inhibition | z-score, hits read low | 3617.4 mouse cells, GR-EGFP nuclear translocation imaging; test concentration mostly 20 µM; stimulated with dexamethasone, 1 µM; hits give low values | hit rate 0.47% among 220,000 | AID 1381;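 active means plate z-score of nuclear minus cytoplasmic receptor signal below a set negative limit, without overly bright fluorescence or cell loss, cut at about -3.5 in these data, passing the limit was not always enough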;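 further: z-score of nuclear minus cytoplasmic ring GR-EGFP intensity difference per well; some compounds called inactive have numbers as strong as hits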
#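 Buffer or medium: tet-free, stripped-serum medium; reagent: dexamethasone at 1.0 µM final, 30 min; incubation: 48 h induction, 1 h compound, 30 min dex at 37 °C; measured by: formaldehyde fixation, Hoechst nuclear stain, 10x automated fluorescence imaging; read-out: nuclear-to-cytoplasmic GR-EGFP distribution per well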
# HEK293 NOD2/NF-kB = NOD2 signaling inhibitors, cell-based, luminescence, uHTS, HEK293 (AID 1566) | hit rate 0.63% among 290,000 | inhibition, % at 4 µM, or EC50 in µM where a hit was titrated | HEK293 NOD2/NF-kB luciferase reporter, luminescence; higher % means a stronger effect; in the data active means inhibition above about 50%; further: many of its hits are not listed in these tables
# Yfh1-depleted yeast = enhancers of respiration in Yfh1-depleted yeast, dose response, Friedreich's ataxia, plus single-dose screen (AID 1465). S. cerevisiae Yfh1-off respiration, WST-1 reduction, 72 h; higher fold induction means a stronger effect. fold induction at 50 µM; hits with a dose series show EC50 in µM. hit rate 0.074% among 220,000;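 active means fold induction of absorbance versus untreated yeast above a set limit, then at least 30% activation at any dose in follow-up; inconclusive means repeats straddling the limit, or above it without dose testing; inactive means fold induction below the set limit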;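 further: activators that raise dye reduction in frataxin-depleted yeast; strong numbers were not always called active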
# WT yeast gro inh mutant strain = recorded beside WT yeast gro inh, whose call it bears; inhibition, %; mitochondrial fusion phenotypic screen, mutant strain inhibition
# Dynein transport cytoplasmic EGFP = second read-out of Dynein transport, no call of its own (marks repeat the call); z-score; measured here: cytoplasmic GR-EGFP intensity; hits give high values
# Dynein transport nuclear GR-EGFP = also measured in Dynein transport; calls as there; z-score; measured here: nuclear GR-EGFP intensity;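 lower value marks the stronger effect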
# Dynein transport cell count = further read-out of Dynein transport, marked with its call; z-score; measured here: cell count per field
# Ins promoter up cell count = second read-out of Ins promoter up, no call of its own (marks repeat the call); cell count; measured here: cytotoxicity, nuclei count;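 total cells summed across four imaged fields per well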
# Lipid droplet cells 6.5 µM = also measured in Lipid droplet; calls as there; cell count; measured here: cell count, cytotoxicity flag;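 cells counted across two imaged fields per well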
# bCat nuc transl cell count 5 µM = recorded beside bCat nuc transl, whose call it bears; cell count; measured here: cell count, cytotoxicity flag
# MT stabilizer Hoechst-high % = further read-out of MT stabilizer, marked with its call; % Hoechst-high responders; measured here: nuclear condensation Hoechst responders;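 share of cells brighter than vehicle mean plus two SD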
# MT stabilizer cytotoxicity % = recorded beside MT stabilizer, whose call it bears; toxicity, %; measured here: cytotoxicity by cell density;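 0% = mean cell density of plate MIN control wells and 100% = no cells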
# Autophagy mod cell loss 18 h = also measured in Autophagy mod; calls as there; toxicity, %; measured here: cell loss, nuclei count;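 cell loss after 18 h compound exposure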
# Numbers without * were called inactive; i = inactive; ? = inconclusive; · = no result given.
SMILES,Lipid droplet,Lipid droplet cells 6.5 µM,WT yeast gro inh,WT yeast gro inh mutant strain,Autophagy mod,Autophagy mod cell loss 18 h,bCat nuc transl,bCat nuc transl cell count 5 µM,Ins promoter up,Ins promoter up cell count,MT stabilizer,MT stabilizer Hoechst-high %,MT stabilizer cytotoxicity %,Dynein transport,Dynein transport cytoplasmic EGFP,Dynein transport nuclear GR-EGFP,Dynein transport cell count,HEK293 NOD2/NF-kB,Yfh1-depleted yeast
COc1cc([N+](=O)[O-])ccc1NC(=O)CC(C)C,3.7,730,19.4,-11.6,i,-6.7,-0.9,530,-0.05,1265,4.3,2.8,6.8,2.48,0.0349,1.66,-1.92,3.6%,i
CCOC(=O)c1ccc(-n2c(CN3CCN(CCO)CC3)nc3ccc([N+](=O)[O-])cc3c2=O)cc1,-12.4,700,-7.8,5.0,i,1.5,-0.8,1002,0.1,1226,6.3,2.4,10.5,-0.354,-0.318,0.153,-0.346,6.7%,i
CCOC(=O)CNC(=S)n1ncnc1N,-11.6,702,18.6,12.0,i,6.8,0.5,1083,-0.09,1230,3.2,2.1,5.6,1.46,-0.192,0.803,-0.836,6.4%,i
COC(=O)c1cc(O)cc(OC)c1C(=O)c1c(O)cc(C)cc1O,13.6,736,·,·,·,·,-0.3,1186,-0.03,1096,·,·,·,-0.364,-0.711,0.194,-0.166,8.1%,i
CCOc1ccc(-c2ccc(SCC(=O)NCC3CCCO3)nn2)cc1 (stereo not drawn),3.8,708,-25.8,-7.4,i,-3.6,3.8,1033,-0.34,1296,2.4,2.9,9.2,1.54,-0.349,0.653,-1.37,-38.3%,i
COc1ccc(-n2c(CNC(=O)c3cccs3)n[nH]c2=S)cc1,5.3,675,6.6,-1.0,i,-34.3,-0.5,1047,0.04,1247,1.2,1.6,1.6,-1.08,-0.258,-0.494,1.15,11.1%,i
CC(C)Oc1ccc(C(=O)N/N=C/c2ccc(-c3ccc(S(=O)(=O)Nc4ncccn4)cc3)o2)cc1,-15.4,800,-4.3,4.2,i,1.4,·,·,0.86,839,1.6,1.0,16.2,-0.214,-0.242,-0.0525,0.366,6.2%,?
CCN(CCCNC(=O)C1CCN(S(=O)(=O)N2CCOCC2)CC1)c1cccc(C)c1,·,·,-1.2,-3.9,i,10.5,0.3,965,-0.81,1152,3.1,2.3,10.4,0.061,0.0015,0.42,-0.361,3.0%,i
O=C(/C=C/c1ccc([N+](=O)[O-])cc1)NNC(=O)C1CC1,14.3,631,11.1,-0.9,i,1.7,1.0,910,-0.18,926,5.3,2.3,6.4,2.02,-0.263,1.54,-2.09,-5.6%,i
O=C(NNC(=O)C1CC=CCC1C(=O)O)c1cccs1 (stereo not drawn),-5.3,727,-7.0,-5.7,i,1.3,3.2,1023,0.39,1191,0.9,1.3,2.5,-0.179,-0.321,-0.0788,-0.158,6.9%,i
COc1ccc(N=C2C(=O)Nc3ccccc32)cc1,·,·,-8.3,-16.6,i,6.3,-8.4,1055,·,·,4.5,2.9,3.5,0.493,-0.23,0.218,0.286,-14.7%,i
Cc1noc(C)c1C(=O)Nc1ccc2c(c1)CCC2,10.3,775,21.0,7.0,i,-12.6,1.8,1173,1.84,1324,2.3,1.9,5.6,-0.355,-0.261,-0.155,0.861,-6.4%,i
CC(C)(C)NC(=O)CC1C(=O)NCCN1Cc1c(F)cccc1Cl (stereo not drawn),-23.5,657,4.1,7.9,i,2.9,-0.4,986,-0.04,1497,2.4,1.3,5.0,-0.643,-0.236,-0.419,0.557,-24.2%,i
O=C(O)c1cc2nc(-c3ccccc3)cc(C(F)(F)F)n2n1,·,·,-13.1,-11.9,i,-12.0,-1.5,1116,0.71,1131,1.7,2.4,1.7,-0.0503,-0.204,-0.00267,0.396,-4.4%,i
O=C(CN1CCCCC1)Nc1ccc(S(=O)(=O)N2CCOCC2)cc1,-8.8,779,-1.9,-3.8,i,-10.1,-2.0,1056,·,·,1.9,1.5,6.9,1.13,0.0021,0.72,-0.631,-10.0%,i
CC(=O)CSc1cc(C)nc2c(-c3ccccc3)c(C)nn12,6.3,752,·,·,·,·,-1.1,1085,-0.22,1495,·,·,·,-1.69,0.641,-0.664,0.928,11.8%,i
CCc1nc2ccccc2c(=O)n1NCCc1ccccc1,16.4,621,25.1,18.2,i,15.4,-6.3,573,-0.2,1356,2.5,2.0,1.5,1.45,-0.108,0.233,-1.34,6.7%,i
Nc1cc(=O)[nH]c(SCC(=O)Nc2ccc(Cl)c(Cl)c2)n1,-2.3,782,20.6,16.2,i,-7.8,0.1,1142,0.86,811,1.4,1.2,4.8,-0.508,-0.25,0.271,0.989,5.9%,i
O=C(/C=C/c1ccccc1)Nc1cc(S(=O)(=O)N2CCOCC2)ccc1N1CCCC1,1.2,641,-20.4,-6.6,i,25.1,4.6,435,0.66,1273,2.7,2.0,3.4,-0.706,0.734,-0.115,0.836,9.1%,i
Cc1c(Cl)cccc1NC(=S)N1CCN(C(=O)C2CCCO2)CC1 (stereo not drawn),18.3,609,-1.7,3.8,i,-12.1,-0.2,1094,-0.16,1471,5.6,2.6,10.0,0.326,0.203,0.349,-1.6,4.3%,i
COC(=O)C1=C(C)NC(=O)CC1c1cccc(OC)c1OC (stereo not drawn),·,·,1.2,3.8,i,-1.8,-1.2,1131,·,·,3.1,1.8,13.8,0.567,-0.178,0.673,0.488,6.2%,i
CCC1=NN2C(=N)/C(=C\c3cccn3-c3ccc(C)c(C)c3)C(=O)N=C2S1,-1.0,695,13.9,-4.0,i,-1.1,-2.6,1067,-0.04,1247,1.8,2.0,4.4,0.112,-0.188,0.156,0.197,-9.6%,i
COc1ccc(OCC(=O)NC(=S)NNC(=O)COc2ccc(Br)cc2Cl)cc1,-11.0,668,19.3,-5.1,i,-7.2,-0.7,1550,0.31,1441,3.8,2.5,9.1,1.36,-0.236,0.587,-1.72,-3.0%,i
N#Cc1c(N2CCOCC2)nsc1-c1ccccc1,14.6,611,·,·,·,·,3.4,896,-0.56,1438,·,·,·,0.27,-0.269,0.115,0.371,-67.5%,i
CC(C)(C)NC(=O)COc1ccc(CNCc2cccnc2)cc1,-1.7,715,-8.7,25.7,i,-2.7,1.5,1087,-0.06,1283,2.2,2.8,7.8,-1.23,-0.354,-0.686,1.17,12.7%,i
CC(C)c1ccc(N=C2N=C(N)c3ccccc32)cc1,1.6,681,·,·,·,·,0.5,1284,0.27,1210,·,·,·,-0.99,-0.051,-0.652,1.07,-50.2%,i
N#CC1=C(Nc2ccccc2)SC=C(c2ccc(Br)cc2)N=C1N1CCOCC1,·,·,4.6,-0.8,i,2.0,-1.1,1302,0.05,1473,2.1,1.2,6.3,-0.492,-0.186,-0.29,0.513,7.5%,i
CSc1nc(C)cc(OCCNS(=O)(=O)c2ccc(C)cc2)n1,·,·,·,·,i,-0.7,·,·,·,·,4.1,2.5,6.0,0.282,-0.236,0.0398,0.054,·,i
CCOC(=O)[C@H]1O[C@@H]1C(=O)N[C@@H](CC(C)C)C(=O)NCCC(C)C,-7.2,719,-3.1,8.7,·,·,0.1,1022,0.65,1500,·,·,·,·,·,·,·,-4.2%,i
CC1CCCCC1NC(=O)CN1CCC(O)(c2ccc(F)cc2)CC1 (stereo not drawn),·,·,6.7,2.3,i,-5.5,-2.9,1005,0.44,1054,5.2,2.5,7.8,1.35,0.0198,1.21,-2.19,12.2%,i
O=C(NC12CC3CC(CC(C3)C1)C2)c1cc([N+](=O)[O-])ccc1N1CCOCC1,-2.7,665,-2.7,13.9,i,3.9,-1.0,1113,-0.57,1430,3.7,1.6,14.4,-0.927,-0.284,-0.346,0.834,-3.7%,i
CCOC(=O)N1CCC(N2CCN(CCC(C)C)C(CCO)C2)CC1 (stereo not drawn),8.2,668,2.7,-0.7,i,-18.2,2.9,1071,0.25,1514,2.9,1.9,2.4,-0.22,-0.235,-0.293,0.00263,-13.6%,i
CSc1nnc(C)c(=O)[nH]1,14.8,770,15.5,8.8,i,5.3,-4.7,552,·,·,2.1,1.9,1.0,-0.135,-0.144,0.146,0.479,5.3%,i
CCc1ccc(NC(=O)CC2C(=O)NCCN2C(=S)Nc2ccccc2)cc1 (stereo not drawn),-1.5,588,5.7,0.4,i,-8.2,2.9,879,-0.12,1024,3.9,3.0,11.2,-0.973,-0.25,-0.587,1.98,7.3%,i
Cc1ccc(C(=O)Nc2ccc(N3CCCC3)cc2)c(C)c1,-14.0,707,10.7,4.4,i,-34.7,-2.2,1176,-0.64,1303,3.9,2.3,2.6,0.806,0.448,0.624,-0.14,8.5%,i
Cc1cc(NC(=O)c2cc3cccc([N+](=O)[O-])c3[nH]2)ccc1F,23.0,694,·,·,·,·,-0.8,1285,-1.05,974,·,·,·,0.0992,-0.215,0.62,0.0482,-102.5%,i
COc1cccc(C(=O)Nc2nc(-c3ccc(S(=O)(=O)N4CCOCC4)cc3)cs2)c1,0.6,665,12.7,11.5,i,15.8,0.3,1070,-2.06,826,3.7,3.2,7.4,3.27,-0.203,1.39,-1.36,32.4%,i

# Assay outcomes deposited in PubChem BioAssay by several laboratories.

# These rows are one share of the data (hit frequency here may not be typical).
